High-throughput results: PubChem, National Center for Advancing Translational Sciences (NCATS)
Mm-Cpn inhibitor – Inhibitors of TCP-1 ring complex (TRiC) of Methanococcus maripaludis (MmCpn): qHTS. purified Mm-Cpn ATPase, ADP Transcreener TR-FRET. Potency, µM (series often up to 76.9 µM), for the others: at the highest dose activity, negative = inhibition, usual class: inhibitors. 330,000 compounds, 0.031% hits; also: potency is read from the fitted curve at half-maximal effect; % is scaled to controls: 0 for no effect and ±100 for the full control effect; nearly all actives have a fitted effect of over 80% in size
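Eu-cryptate anti-ADP/ADP-d2 competition gives a ratio inversely related to ADP. Enzyme at 25 nM was pre-exposed to compound for 10 min, then given 10 uM ATP for 30 min, 37°C throughout.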
HepG2 viability – qHTS for Inhibitors of TGF-b: Cytotox Counterscreen. HepG2 CAGA-GFP viability, ATP luminescence, 18 h. Potency, µM (series often up to 46.1 µM), for inactives: at the top dose activity change, negative = cytotoxicity, most hits filed as cytotoxic. 410,000 compounds, 0.76% hits; also: potency is read from the fitted curve at half-maximal effect; some results filed as inactive show a strong effect at the top dose
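HepG2 CAGA-GFP cells (1000/well, DMEM with 1% FBS) received compound, then TGF-beta at 500 pg/mL final, and were incubated 18 hours at 37 degrees C. Viability was read by CellTiter-Glo luminescence. Media-only wells were set as complete cell-killing and DMSO as no toxicity.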
S2 tox – Viability Counterscreen for Primary qHTS for Inhibitors of ATXN expression; Potency, µM (titrated, usually from 56.7 µM), usual class: cytotoxic; AID 651635, 2014; 400,000 compounds, 0.49% hits; S2 cells (HEK-293 line with an ATXN2-luciferase reporter) viability, CellTiter-Fluor protease fluorescence, 24 h; also: potency is read from the fitted curve at half-maximal effect; nearly all actives have a fitted effect of over 40% in size
TGFb inhibitor – qHTS for Inhibitors of TGF-b; HepG2 CAGA-GFP TGF-b/SMAD3 reporter, GFP fluorescence, 18 h; TGF-beta stimulated, 500 pg/mL final; AID 588855, 2011; 410,000 compounds, 1.2% hits; Potency, µM (series often up to 46.1 µM), for the others: at the top dose activity, negative = inhibition, actives largely listed as inhibitors; also: potency is read from the fitted curve at half-maximal effect; % is scaled to controls: 0 for no effect and ±100 for the full control effect; nearly all actives have a fitted effect of over 65% in size
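TGF-beta reporter screen: HEPG2 CAGA-GFP, 1% FBS, 500 pg/mL TGF-beta final, 18 h; per-cell GFP summed per well; curves fitted and categorized by class.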
CCT modulator – High-Throughput Screening for Modulators of Cytosolic Chaperonin Activity. 360,000 compounds, 0.3% hits. AID 651819, 2012. activity change, % (no concentration beside the values), hits read low. purified chaperonin ATPase assay, HTRF ADP detection, 30 min; in the data active = activity change below about -30%; also: % is scaled to controls: 0 for no effect and ±100 for the full control effect
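First, chaperonin was dispensed at 40 nM or 20 nM final depending on batch activity. Next, compounds were pinned at 76 uM and ATP added at 10 uM. After 30 min at 37 °C, ADP detection reagents ran 30 min at ambient temperature.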
Nrf2 ARE act – qHTS of Nrf2 Activators | 410,000 compounds, 0.31% hits | AID 624171, 2012 | AREc32 ARE-luciferase reporter (MCF7-derived line), luminescence, 24 h | Potency, µM (highest dose often 46.1 µM), without a hit: at the highest dose activation, actives largely listed as activators; also: potency is read from the fitted curve at half-maximal effect; % of control where 0% means no effect; nearly all actives have a fitted effect of over 65% in size
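Quantitative high-throughput format: AREc32 reporter cells, 1000 per well, received compound by pin transfer and were incubated 24 hr at 37 deg C, 5% CO2, before Steady-Glo luminescence detection.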
A549 viability – Nrf2 qHTS screen for inhibitors: counterscreen for cytotoxicity; 390,000 compounds, 0.16% hits; AID 504648, 2011; A549 ARE-Fluc cells, CellTiter-Fluor viability, 18-24 h; Potency, µM (doses to about 46 µM), without a hit: at the top dose activity change, negative = cytotoxicity, usual class: inhibitors; also: potency is read from the fitted curve at half-maximal effect; % is scaled to controls: 0 for no effect and ±100 for the full control effect
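A549 ARE-Fluc cells in 5% FBS OPTI-MEM, 5000 cells/well, rested 2 h then exposed to compounds in concentration-response for 18-24 h at 37 °C. Viability by CellTiter-Fluor fluorescence (Ex 405/Em 525) after 30 min; luciferase luminescence (BugLite, 15 min, RT) read afterwards.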
Nrf2 block – Nrf2 qHTS screen for inhibitors; Potency, µM (top dose mostly 46 µM), without a hit: at the highest dose activity change, negative = inhibition, actives largely listed as inhibitors; 360,000 compounds, 2.1% hits; A549 ARE-Fluc reporter, luciferase luminescence, 18-24 h; also: potency is read from the fitted curve at half-maximal effect; % is scaled to controls: 0 for no effect and ±100 for the full control effect; nearly all actives have a fitted effect of over 60% in size
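Reporter: ARE-Fluc in A549. Exposure: 18-24 h, 37 °C, 5% CO2, 5% FBS OPTI-MEM. Readouts: fluorescent cytotoxicity (CellTiter-Fluor), then luminescent Nrf2 signal after BugLite.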
pAkt inh – HTS Assay for Inhibitors of Akt Phophorylation: Primary Screen; Neuro2A IGF-stimulated pAkt S473 HTRF, 20 min; hits give low values; activity change, % for hits at 50 µM; 360,000 compounds, 0.32% hits; in the data active = activity change below about -80%; inconclusive = mostly about -51% to -80%; also: % is scaled to controls: 0 for no effect and ±100 for the full control effect
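Neuro2A cells (4,500/well, DMEM with 0.5% FBS) were treated with compound at a single 50 µM final concentration, stimulated with 6 nM IGF for 20 min at 37 °C, and lysed. Phospho-Akt Ser473 was read by HTRF as 665/615 ratio ×10^4.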
* hit, by the source's call; i = inactive; ? = inconclusive; nt = not tested or not shown; & = joins results of further samples; [ ] = another dose, or the depositor's remark. Unless noted, calls follow the shape of the dose curve; as a rule, active = well fitted curve in the direction sought with a large enough effect; inconclusive = small, poorly fitted or top-dose-only effect, or another doubt; inactive = no such curve, though single readings can be large; an effect the other way counts as inactive or inconclusive.

SMILES	Mm-Cpn inhibitor	HepG2 viability	S2 tox	TGFb inhibitor	CCT modulator	Nrf2 ARE act	A549 viability	Nrf2 block	pAkt inh
O=C1[C@@H]2Cc3c([nH]c4ccccc34)C(c3cccc([N+](=O)[O-])c3)N2C(=O)CN1CCCO (stereo partly specified)	-1%	5%	i	14%	0.4	0.4%	-3%	-17%	i
CCOc1ccc(NC(=O)CN(C)C(=O)c2cccnc2SC)cc1OCC	0%	6%	i	9%	-2.2	-0.2%	2%	9%	i
Cn1c(=O)c2c(nc(NCc3cccnc3)n2Cc2ccccc2Cl)n(C)c1=O	-1%	-2%	i	7%	-0.1	-0.5%	2%	-25%	i
C=CCOc1ccc(/C=N/NC(=O)C(=O)N2CCCCCC2)cc1OC	3%	-15%	i	8%	-1.8	3.4%	-1%	-7%	i
COc1ccc(C2c3ccc(O)cc3Oc3ncn4nc(-c5ccccn5)nc4c32)cc1OC (stereo unspecified)	-3%	-9%	i	4%	-2.0	3.0%	-4%	?	i
COc1ccc(C2CC(=O)c3cc(-c4nc(-c5cccc([N+](=O)[O-])c5)cs4)c(=O)n(-c4cc(C)cc(C)c4)c3C2)cc1 (stereo unspecified)	nt	-23%	i	-13%	nt	0.5%	2%	2%	nt
Cc1ccc(-n2c(=O)c3ccc(C(=O)NCc4ccco4)cc3n(Cc3ccccc3C#N)c2=O)cc1	1%	-2%&17%	i	5%&4%	-4.6	-0.2%&0.2%	-13%&2%	?	i
CC1CCC(NC(=O)c2cccc(S(=O)(=O)N3CCN(c4ccc(F)cc4)CC3)c2)CC1 (stereo unspecified)	0%	-16%	?	-15%	-1.5	-0.2%	-3%	?	i
O=C(COc1ccc(Cl)cc1[N+](=O)[O-])N/N=C/c1cccs1	1%	-19%	i	-21%	-0.5	-0.9%	2%	-11%	i
CCCCCC(O)(c1ccc(OCC)cc1)C(CN1CCOCC1)c1ccccc1 (stereo unspecified)	-9%	-3%	i	0%	0.8	16%	7%	3%	i
CCCCC(C(=O)O)C(C)CC(=O)Nc1nccs1 (stereo unspecified)	2%	-4%	i	-14%	-1.4	0.1%	0%	4%	i
Clc1ccc(-c2nnc3ccccn23)cc1	1%	-4%	i	0%	-1.6	-0.4%	13%	nt	i
CCN(CC)S(=O)(=O)c1ccc(C(=O)OCC(=O)c2ccc3c(c2)NC(=O)CO3)cc1	-2%	2%	?	1%	-7.6	-0.1%	-5%	5%	i
Cc1c(NC(=O)c2cccnc2C(=O)O)cccc1C(=O)O	3%	4%	i	-2%	2.0	0.3%	-4%	5%	i
O=C(CN1C(=O)NC2(CCc3ccccc32)C1=O)c1c[nH]c2ccccc12 (stereo unspecified)	0%	-5%	i	-1%	2.2	1.6%	0%	3%	i
Cc1nnc(N(Cc2ccco2)C(=O)c2ccno2)s1	-2%	13%	i	-4%	0.5	-0.5%	-6%	15%	i
COC(=O)c1sccc1NC(=O)C1CC1	2%	-77%	i	0%	-1.3	-0.2%	1%	31%	i
CC(=O)N(c1ccccc1)c1nc(/C=C/C(=O)Nc2c(C)cc(C)cc2C)cs1	1%	-16%	i	?	-0.8	0.2%	-2%	12%	i
Cc1cccc(N=C(NO)c2nonc2N)c1	2%	-30%	i	?	-1.5	-0.3%	15%	10%	i
COc1ccc(CC(=O)NCc2nc(-c3ccccc3)no2)cc1	1%	-11%	i	4%	-3.7	-0.4%	0%	8%	i
Cc1cccc(S(=O)(=O)c2cn(Cc3ccccc3)c3cc(N4CCOCC4)c(F)cc3c2=O)c1	nt	5%	nt	-12%	nt	-1.0%	-27%	-19%	nt
COc1ccc(NC(=O)CC2C(=O)N(CCc3ccccc3)C(=S)N2Cc2cccnc2)cc1 (stereo unspecified)	2%	-20%	?	?	-1.2	3.2%	-18%	?	i
OCCNc1nc(-c2ccccc2)nc2c1oc1ccccc12	-1%	-12%	?	-16%	-0.6	4.2%	-6%	-11%	i
Cc1ccc(C)c(NC(=O)CN(CCc2ccccc2)S(=O)(=O)c2ccccc2)c1	nt	-29%	i	-23%	nt	-0.4%	-4%	-10%	nt
CC1CCCCN1C(=O)c1ccc2c(c1)N(Cc1ccc(F)cc1)C(=O)c1ccccc1S2(=O)=O (stereo unspecified)	nt	-16%	i	0%	nt	0.0%	-17%	-25%	nt

Single entries from the entries so far:
Reading of `O=C(CN1C(=O)NC2(CCc3ccccc32)C1=O)c1c[nH]c2ccccc12` (stereo unspecified) in Nrf2 block: 3%
Reading of `Cc1ccc(C)c(NC(=O)CN(CCc2ccccc2)S(=O)(=O)c2ccccc2)c1` in Nrf2 block: -10%

(cont.)
SMILES	Mm-Cpn inhibitor	HepG2 viability	S2 tox	TGFb inhibitor	CCT modulator	Nrf2 ARE act	A549 viability	Nrf2 block	pAkt inh
Cc1cccc(N2CCN(C(=O)Cn3nc(Cc4cccnc4)c4ccccc4c3=O)CC2)c1C	nt	-37%	nt	?	nt	-1.4%	-9%	16µM*	nt
COC(=O)c1ccc2nc(-c3ccc(Cl)cc3)c(Cc3ccc(OC)cc3C)n2c1	nt	nt	i	nt	-2.3	20%	nt	nt	i
CC12CCC(O)CC1=CCC1C2CCC2(C)C3=NN=CC3CC12 (stereo unspecified)	nt	7%	i	0%	-0.9	-0.6%	2%	10%	i
COc1ccc(-n2ncc3c(N4CCc5ccccc54)ncnc32)cc1	nt	0%	i	-1%	-0.2	2.7%	-10%	?	-95%*
COc1ccc(CCNC(=O)CC(c2ccccc2)c2cc(C)ccc2O)cc1OC (stereo unspecified)	0%	-8%	i	-1%	-2.2	-0.6%	-1%	-2%	i
OC(c1cccc(Cl)c1)c1nc(-c2ccccc2)cs1 (stereo unspecified)	nt	-21%	i	-28%	1.1	7.0%	nt	nt	i
COc1cccc(-c2cc(NC=O)c3ncc(-c4cccc(C(=O)NCCN(C)C)c4)n3c2)c1	nt	-39%	i	?	1.4	11%	nt	nt	i
Cc1ccccc1OCC1Cn2c(nc3c2c(=O)[nH]c(=O)n3C)O1 (stereo unspecified)	-1%	-9%	i	0%	-10	-0.6%	-9%	?	i
O=C(OCC(=O)N1CCOCC1)C(c1ccccc1)c1ccccc1	?	-1%	i	-10%	1.7	0.5%	-1%	8%	i
O=C(COC(=O)c1ccc2c(c1[N+](=O)[O-])C(=O)c1ccccc1C2=O)NC1CC1	-1%	-43%	28µM*	18µM*	1.4	15%[9.22 µM]	?	-22%	i
Oc1nc(Nc2ccccc2)sc1/C=C1\C=Nc2ccccc21	-2%	-22%	?	?	0.2	20%	-20%	7%	i
CCCn1nc(C(=O)NCC(C)(C)N2CCOCC2)c2ccccc2c1=O	2%	-14%	i	-1%	-0.4	0.0%	1%	nt	i
CC(C)(C)NS(=O)(=O)c1ccc(NC(=O)C2CC(=O)N(CCc3ccc(F)cc3)C2)cc1 (stereo unspecified)	0%	0%	i	2%	0.5	0.5%	2%	-1%	i
CCOc1cccc2sc(N(CCN(CC)CC)C(=O)c3ccc(S(=O)(=O)N4CCCC4)cc3)nc12	0%	-3%	?	-7%	-0.2	0.2%	-9%	-6%	i
Cc1ccc2c([N+](=O)[O-])cccc2n1	2%	-8%	i	-15%	-0.3	-0.4%[9.22 µM]	14%	5%	i
O=C(c1c(Cl)nc2sccn12)N(C(=O)c1c(Cl)nc2sccn12)c1ccc(Cl)cn1	-17%	-16%	i	-6%	-0.6	?	-11%	?	i
Cc1c(N=C/C=C2/N(C)c3ccccc3C2(C)C)c(=O)n(-c2ccccc2)n1C	-3%	-2%&-3%	i	-7%&22%	-2.6&-0.2	-0.7%&2.5%	-26%&-27%	25%&10%	i
Cc1cc(Cl)c(OCCn2ccnc2)c(Br)c1	-5%	-3%	i	-7%	0.6	-0.1%	-2%	11%	i
COc1ccc(-c2cc(C(C)=O)c(C)n2CCC(=O)Nc2ccc(C)c(Cl)c2)cc1	nt	-30%	nt	-16%	nt	18%	3%	nt	nt
Cc1ccc(CS(=O)Cc2ccc(C(=O)NCC(C)c3ccccc3)o2)cc1 (stereo unspecified)	6%	-19%	i	-3%	-0.2	-0.7%	-10%	-1%	i
COc1ccc(CNC(=O)C2CCCN(c3ncnc4c3nc3n4CCCCC3)C2)cc1 (stereo unspecified)	0%	1%	i	11%	-0.1	-1.1%	?	-2%	i
O=C(/C=C/NCc1cccnc1)c1ccc(Br)cc1	nt	1%	i	3%	1.6	2.5%	3%	?	i
Cn1c(=O)c2c(SCC(=O)Nc3nccs3)nc(C3CC3)nc2n(C)c1=O	-1%	-9%	i	-2%	-1.2	-0.2%	4%	-8%	i
Cc1ccc(C)c(N2CCN(C(=O)C3CCCN(S(=O)(=O)c4ccc5c(c4)oc(=O)n5C)C3)CC2)c1 (stereo unspecified)	nt	5%	?	-7%	nt	-1.4%	-4%	?	nt
N#C/C(=C\c1ccccc1C(F)(F)F)C(=O)Nc1ccccc1	0%	-28%	i	-11%	-2.6	2.6%	-1%	-12%	i
Oc1c(Br)cc(Br)cc1C=Nc1cccnc1	-22%	-9%	nt	-26%	-1.0	5.3%	2%	-5%	i
C/C(=N\NC(=O)c1ccccc1C)c1ccc(N2CCOCC2)cc1	1%	0%	i	0%	0.1	0.0%	10%	-1%	i
Cc1sc2ncnc(Sc3nnnn3-c3ccc(Cl)cc3)c2c1C	-15%	-18%	?	-19%	-2.2	9.9%	-2%	?	i
Cc1cccc(NC(=O)CN2CCN(C(=O)C3CCC3)CC2)c1C	0%	-73%	i	-5%	-0.3	-0.3%	3%	1%	i
